SDO1 yeast rescue: sdo1-depleted yeast growth rescue; S. cerevisiae sdo1-depleted JHY4D growth rescue, OD600 30 h; hits give high values; pdr5 snq2 efflux-pump mutant strain; z-score at 10 µM; 0.21% of 140,000 active; AID 817;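 active means z-score above 3 at both the 24 hr and the 30 hr optical density reads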;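 further: z-score against mean and SD of all compound wells on the same plate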
Insulin prom inh: TRM-6 insulin promoter activity inhibition. TRM-6 cells (human fetal islet line), insulin promoter-eGFP reporter, imaging; reporter expression induced with tamoxifen. inhibition, % at 2 µM. 0.9% of 130,000 active. AID 1273;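 active means inhibition above the mean plus 3 SD, with well images judged a real hit on visual review, cut at about 60% in these data, passing the limit was not always enough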
SDO1 yeast rescue Rescue 24 h: recorded beside SDO1 yeast rescue, whose call it bears; z-score; S. cerevisiae sdo1-depleted JHY4D growth rescue, OD600; measured here: growth rescue at 24 h;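 0 is the plate mean of compound wells and units are plate SD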
An asterisk follows results filed as active; . = no result given. An unsorted share of the library; 0.99% or so of the library scored in one or more.

SMILES	SDO1 yeast rescue	SDO1 yeast rescue Rescue 24 h	Insulin prom inh
COc1ccc(S(=O)(=O)NCCOc2ccccc2)cc1OC	0.33	0.06	4
CC(C)CCNC(=O)CN(C)S(=O)(=O)c1cccc2nsnc12	0.73	1.3	-20
CCOc1cc(S(=O)(=O)NCc2ccccn2)c(C)cc1C	0.87	1.3	-17
CN(C)CCNc1c(N)c(=O)oc2ccccc12	.	.	57
Cc1nc2ccccc2n1-c1nc(-c2ccco2)cc(C(F)(F)F)n1	-0.7	0.55	.
COCCNc1nc(=S)[nH]c2cc(OC)c(OC)cc12	1.6	2	.
COc1cccc2sc(N(CCCN(C)C)C(=O)COc3ccc(Cl)cc3)nc12	.	.	24
CN(C)c1ccc(N/C=C/C(=O)C(C)(C)C)cc1	1.3	1.8	61
O=C(c1cnn2c(C(F)(F)F)cc(-c3ccco3)nc12)N1CCCc2ccccc21	-0.27	-0.36	-29
Cc1ccc2cc(C#N)c(SCc3nnc(-c4ccccc4[N+](=O)[O-])o3)nc2c1	0.08	0.38	-237
CCCCOC(=O)C1=C(C)Nc2ncnn2C1c1cc(OC)c(OC)cc1OC (stereo unspecified)	0.31	-0.52	.
COc1ccccc1OCCCC(=O)Nc1ccc([N+](=O)[O-])cc1Br	.	.	42
Oc1ccc2ccccc2c1CN1CCN(c2ccccc2F)CC1	-0.74	-0.9	.
O=C(NCC1CCCO1)c1ccc2c(c1)C(=O)N(C1CCCCC1)C2=O (stereo unspecified)	-0.2	-0.02	27
CC1(C)Oc2ccc(/C=C/C(=O)N3CCOCC3)c(O)c2C(N2CCOCC2)C1O (stereo unspecified)	0.97	0.01	-12
O=c1cc2c(nn1Cc1ccc(Cl)cc1)-c1ccccc1CC2	-2.1	-0.67	10
O=C(CCNS(=O)(=O)c1cccs1)NCc1ccccc1	0.28	-0.51	15
CN(C)c1ccc(C(c2nnnn2C2CCCCC2)N2CCN(C(=O)c3ccco3)CC2)cc1 (stereo unspecified)	.	.	13
O=C(COC(=O)Cc1ccc(Br)cc1)NCc1ccc(F)cc1	.	.	14
Cc1ccc2c(c1)N(CCC(=O)NCc1cccs1)C(=O)C(C)O2 (stereo unspecified)	-0.55	-0.73	4
COc1ccc2nc(NC(=O)c3ccoc3C)sc2c1	-0.67	-0.3	-50
Cc1ccccc1N1CCN(S(=O)(=O)N(C)C)CC1	.	.	-40
CC(=O)N1CCc2cc(S(=O)(=O)NC(C(=O)NCc3ccccc3)C(C)C)ccc21 (stereo unspecified)	-0.75	-0.99	-38
N#Cc1c(C(F)(F)F)cc(-c2ccccc2)nc1SCc1nc(N)nc(N2CCOCC2)n1	-1.1	-0.6	-251
CC(C)(C)c1ccc(OC(=O)c2cccnc2)cc1	1.6	1.3	-29
CC(=O)N(C)c1ccc(NC(=O)/C=C/c2ccccc2Cl)cc1	0.37	0.39	19
COC(=O)c1ccc(CSc2nnc(CS(=O)Cc3ccc(Br)cc3)n2-c2ccccc2)cc1 (stereo unspecified)	-0.99	-0.83	-50
O=c1cc(N2CCc3ccccc32)[nH]c(=O)n1-c1ccc(Cl)cc1	.	.	29
CC(C)[C@H](Nc1ccc(S(=O)(=O)N2CCOCC2)cc1[N+](=O)[O-])C(=O)OCC(=O)N(C(C)C)C(C)C	1.2	-0.07	17
CCOC(=O)c1cnc2c(C#N)cnn2c1N	.	.	0
COc1ccc(S(=O)(=O)NCC2CCC(C(=O)NCCC(C)C)CC2)cc1 (stereo unspecified)	-0.34	-0.33	-39
CCOC(=O)CSc1nc(C2CC2)cc(-c2ccc(F)cc2)c1C#N	-0.26	1	.
COc1ccccc1Oc1ccc(S(=O)(=O)NCc2ccccn2)cc1	0.26	-0.04	-14
COc1ccc(Nc2nnc(SCc3cc([N+](=O)[O-])cc4c3OCOC4)s2)cc1	-0.93	-0.65	-27
Cc1cc(C)cc(NC(=O)N2CCC(c3nc4ccccc4o3)CC2)c1	-0.37	0.22	27
O=C(NCC(c1cccs1)N1CCOCC1)c1cc([N+](=O)[O-])ccc1Cl (stereo unspecified)	1.2	0.85	-15
CCOc1ccc(C(=O)N(Cc2ccc(OC)cc2)Cc2cc3cc(OC)ccc3[nH]c2=O)cc1	-0.16	0.45	9
COc1ccc(OC)c(NC(=O)CSc2nc(C)cs2)c1	0.98	0.91	49
O=C1N2CCCc3cccc(c32)C12Nc1ccccc1S2 (stereo unspecified)	-0.55	-0.73	11
COc1ccc(Nc2nc(-c3sc(N)nc3C)cs2)cc1	-0.2	0.21	32
CCCCn1c(SCC(=O)OCC)nnc1-c1ccoc1C	-0.2	-0.17	.
COC(=O)c1ccc(OC(C)C(=O)c2ccc(C)cc2)cc1 (stereo unspecified)	1.8	1.2	-20
CCCn1nnc(NC(=S)NC(=O)C(C)(C)C)n1	0.34	-0.37	.
O=C(Nc1ccccc1-c1ccccc1)c1ccco1	0.22	1.5	.
COc1cc(S(=O)(=O)NCC2OCCc3ccccc32)ccc1-n1cnnn1 (stereo unspecified)	1.6	1.3	-3
O=C(CCc1ccccc1)NCc1cccnc1	0.07	-0.35	-11
NC(=O)c1ccccc1	.	.	7
COc1cc2c(cc1OC)C(=O)CCS2	1.1	1.4	-3
Oc1ccc(/C=N/N=C(c2ccccc2)c2ccccc2)c(O)c1O	-1.4	-0.55	.
Cc1ccc(NC2=NCCCCC2)cc1C	1.5	1.9	-8
Next structures.
SMILES	SDO1 yeast rescue	SDO1 yeast rescue Rescue 24 h	Insulin prom inh
CCOC(=O)C1CCN(S(=O)(=O)c2ccc3[nH]c(=O)oc3c2)CC1	-0.18	0.53	.
CC(C)c1ccc(NC(=O)C(c2ccc3c(c2)OCO3)N2CCCCC2)cc1 (stereo unspecified)	-1.7	-1.6	.
CCN1CCCC1CNC(=O)C(=O)NCc1ccccc1 (stereo unspecified)	.	.	23
CN(C(=O)COc1cccc(Br)c1)C1CCS(=O)(=O)C1 (stereo unspecified)	0	-0.64	67
CCOC(=O)C1=C(C)NC(=O)CC1c1ccccc1 (stereo unspecified)	-0.03	0.22	-87
O=C(Nc1ccc2c(c1)OCCO2)C1CCN(S(=O)(=O)c2ccc(Br)s2)CC1	-1.5	-1.3	19
C=CCN1CCN(C(CCC)c2nnnn2Cc2ccco2)CC1 (stereo unspecified)	.	.	15
CSc1nnc2c3ccccc3c3ccccc3c2n1	-0.89	2.3	3
Cc1nn(C)cc1NC(=O)CCSc1nc(-c2ccco2)cc(C(F)(F)F)n1	0.22	0.09	27
COc1cccc(NC2SC(=O)N(c3ccccc3)C2=O)c1 (stereo unspecified)	-0.25	-1	.
Cc1cc(C)n(-c2ccc(C(=O)Nc3ccc(S(=O)(=O)N(C)C)cc3)cc2)n1	0.26	-0.32	15
Cn1c(SCC(=O)OC2CCCCC2)nnc1-c1ccc2c(c1)OCO2	0.01	-0.2	.
CCOC(=O)c1cc(-c2ccccc2)sc1NC(=O)CSc1nncs1	-0.66	-0.71	.
COc1ccccc1CCc1nnc(CCC(=O)NCC[C@@H]2C[C@@H]3C=C[C@H]2C3)o1	.	.	-30
Cc1cc(NC(=O)CCC(=O)N(c2ccccc2)C(C(=O)NC2CCCC2)c2ccncc2)no1 (stereo unspecified)	0.29	-0.97	.
O=C(CCc1nc2ccccc2[nH]1)N1CCN(C(=O)c2ccco2)CC1	1.6	1.9	41
COc1ccc(N(CC(=O)NC2CCCC2)C(=O)CCC(=O)Nc2cc(C)on2)c(OC)c1	-0.17	-1.1	39
CCn1c(=O)[nH]c2ccccc2c1=O	1.6	1.3	11
Cc1cc(C(=O)NC(C)c2ccncc2)no1 (stereo unspecified)	-0.4	-0.36	-31
CCOc1cc(/C=N/NC(=O)C(=O)NC)cc(Br)c1O	-1	-1	.
Cc1ccsc1/C=N/N1CCN(c2ccccc2)CC1	0.04	-0.93	-15
O=C(CSc1ncnc2nc[nH]c12)NCCc1ccccc1	0.05	-0.13	-44
COc1ccc(C2c3ccc4ccccc4c3Oc3ncn(Cc4ccco4)c(=N)c32)cc1OC (stereo unspecified)	-0.91	-0.35	.
COc1ccc(OC)c(-c2csc(N(Cc3ccco3)C(=O)c3cccs3)n2)c1	0.6	0.96	-3
CC(C)CNC(=O)CSc1nnc(CN2CCCCCC2=O)n1-c1ccccn1	0.8	2.5	.
CCOC(=O)C1(CC2CC2)CCN(Cc2ccc(O)c(Cl)c2)CC1	.	.	-14
Cn1c(SCC(=O)NCc2cccs2)nnc1-c1cccs1	0.87	1.2	-31
CCOC(=O)c1[nH]c2ccc(OC)cc2c1NC(=O)CCN1CCc2ccccc2C1	0.81	0.72	.
Cc1ccc(NC(=O)CC2SCCNC2=O)cc1Cl (stereo unspecified)	0.62	-0.11	-17
CCOC(=O)C1=C(C)Nc2ncnn2C1c1c[nH]c2ccccc12 (stereo unspecified)	-0.42	-0.94	29
CCOC(=O)N1CCC(NC2CCCCCCC2)CC1	1	1.2	23
CCOc1ccc(N2C(=O)C3C(c4ccccc4)=NN(c4ccccc4)C3C2=O)cc1 (stereo unspecified)	0.1	0.49	17
CN(C(=O)c1ccccc1C(=O)OCC(=O)NCc1cccs1)C1CCCCC1	.	.	-93
CCc1ccc2c(COn3nnc4ccc(S(=O)(=O)N(C)C)cc43)cc(=O)oc2c1	-0.38	-0.37	57
CNC(=O)c1sccc1Oc1ccc(F)cc1[N+](=O)[O-]	.	.	20
CCOCc1nnc(NS(C)(=O)=O)s1	0.69	0.89	.
Cc1ccc(N(C(=O)C2CCC(=O)N2)C2(C(=O)NC3CCCCC3)CCCCC2)cc1 (stereo unspecified)	0.35	0.47	50
O=C(Nc1ccccc1N1CCCC1)c1cccnc1	-0.84	-0.3	-4
Cc1c(C(=O)O)oc2ccc(S(=O)(=O)N3CCCCC3C(=O)O)cc12 (stereo unspecified)	2	2.1	.
O=C(NCc1ccc(Cl)cc1)NCC(F)(F)F	0.21	-0.25	29
COc1ccc(/C=C/C(=O)OCC(=O)Nc2ccc(Cl)cn2)cc1	.	.	14
Cc1ccc(S(=O)(=O)N2c3ccccc3NC(=O)C2CC(=O)Nc2ccccc2)cc1 (stereo unspecified)	-0.11	-1.3	.
O=C(CSc1nnc(-c2ccc(Cl)cc2Cl)n1C1CCCCC1)N1CCCC1	-0.75	-0.23	-100
Cc1ccc(C(=O)Nc2cc3c(oc2=O)CCCC3=O)cc1	-0.32	-0.25	43
O=C(Nc1ccc(Cc2ccncc2)cc1)c1ccc(S(=O)(=O)N2CCOCC2)cc1	0.07	-0.13	23
O=C(Nc1cccc(Cl)c1)N1CCSc2cc(Cl)ccc21	-1.7	-1.5	.
COc1ccc(N2CCN(C(=O)CSc3nnc(Cn4nnc5ccccc54)n3C)CC2)cc1	1.3	0.89	12
Cn1nnnc1SCc1cccc(CSc2nnnn2C)n1	0.61	-0.29	-12
Cc1onc(-c2ccccc2Cl)c1-c1nc(-c2ccncc2)no1	-1.2	-0.46	9
CC(C)CCNC(=O)C(c1ccc(O)cc1)N(Cc1cccs1)C(=O)C1COc2ccccc2O1 (stereo unspecified)	-0.63	-0.35	-44
O=C(O)/C=C/C(=O)N1CCN(c2ccc(F)cc2)CC1	.	.	0
CCC(=O)Nc1ccc(Nc2nc(Cl)nc(Nc3ccc(NC(=O)CC)cc3)n2)cc1	.	.	27
COc1cc(NC(=S)N2CCN(C(c3ccccc3)c3ccccc3)CC2)cc(OC)c1	-0.89	-0.57	-17

Bioassay records (PubChem)
